# Compound activity: PubChem BioAssay, National Center for Advancing Translational Sciences (NCATS)
# GLP-1R agonist – qHTS of GLP-1 Receptor Agonists; HEK293 GLP-1R CRE-luciferase, luminescence, 4-6 h; cells express a hypersensitive GLP-1R form; Potency, µM (doses to about 45.6 µM), for the others: top-dose activation, hits mostly activators; AID 624172, 2012; 380,000 compounds, 0.007% hits; note: potency is the fitted concentration of half-maximal effect; % of control where 0% means no effect
# Target sequence (P43220 whole entry, looked up): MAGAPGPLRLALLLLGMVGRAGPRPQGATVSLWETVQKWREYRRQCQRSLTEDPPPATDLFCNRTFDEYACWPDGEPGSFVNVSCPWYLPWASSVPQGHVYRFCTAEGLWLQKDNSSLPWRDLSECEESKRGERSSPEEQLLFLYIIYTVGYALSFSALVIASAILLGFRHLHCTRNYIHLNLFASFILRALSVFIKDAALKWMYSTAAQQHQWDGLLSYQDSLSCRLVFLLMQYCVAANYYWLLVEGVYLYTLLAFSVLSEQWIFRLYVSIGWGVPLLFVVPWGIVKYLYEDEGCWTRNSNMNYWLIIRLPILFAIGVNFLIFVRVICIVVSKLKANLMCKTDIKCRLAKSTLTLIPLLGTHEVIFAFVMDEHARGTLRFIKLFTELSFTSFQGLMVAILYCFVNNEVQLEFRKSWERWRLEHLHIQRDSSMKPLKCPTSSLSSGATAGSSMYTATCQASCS
# PTHR1 ag – qHTS for PTHR1 Agonists: Primary Screen. Parathyroid hormone/parathyroid hormone-related peptide receptor (Homo sapiens), Q03431. HEK293 GP2 PTHR1 cells, GloSensor cAMP luminescence, 1 h. Potency, µM (highest dose often 115 µM), for the others: at the top dose activation, actives largely listed as activators. 410,000 compounds, 0.075% hits. AID 743266, 2014; note: potency is the fitted concentration of half-maximal effect; nearly all actives have a fitted effect of over 55% in size; some results filed as inactive show a strong effect at the top dose; inactives centre near -15; many of its hits are not listed in these tables
# Target sequence (Q03431 whole entry, looked up): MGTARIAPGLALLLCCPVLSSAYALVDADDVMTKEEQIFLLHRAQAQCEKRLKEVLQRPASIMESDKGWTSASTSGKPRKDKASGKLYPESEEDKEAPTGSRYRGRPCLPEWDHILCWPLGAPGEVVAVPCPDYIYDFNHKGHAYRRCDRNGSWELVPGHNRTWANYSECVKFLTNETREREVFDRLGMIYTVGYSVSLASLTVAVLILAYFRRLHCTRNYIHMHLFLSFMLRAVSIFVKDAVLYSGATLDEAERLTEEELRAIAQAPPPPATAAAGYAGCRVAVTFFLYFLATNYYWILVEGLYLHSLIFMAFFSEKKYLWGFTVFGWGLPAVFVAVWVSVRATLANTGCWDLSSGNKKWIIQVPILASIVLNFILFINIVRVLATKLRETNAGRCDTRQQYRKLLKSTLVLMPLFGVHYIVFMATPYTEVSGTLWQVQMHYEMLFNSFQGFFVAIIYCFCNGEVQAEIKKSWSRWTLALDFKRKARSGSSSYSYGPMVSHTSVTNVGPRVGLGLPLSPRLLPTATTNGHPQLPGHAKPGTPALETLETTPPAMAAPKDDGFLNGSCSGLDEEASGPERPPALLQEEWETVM
#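 HEK-293-derived GP2 cells expressing PTHR1 and a GloSensor cAMP reporter, 3,000/well, plated overnight, given luciferin plus IBMX (each 0.5 mM as added) for 1 h at 37 °C, then compound for 1 h at 37 °C. Luminescence was read after 15 min at room temperature.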
# GLP1R inv ag – qHTS of GLP-1 Receptor Inverse Agonists (Inhibition Mode); HEK293 GLP-1R CRE-luciferase, luminescence, 24 h; GLP-1R form is constitutively active; Potency, µM (top dose mostly 38.3 µM), for inactives: top-dose activity change, negative = inhibition, actives largely listed as inhibitors; Glucagon-like peptide 1 receptor (Homo sapiens), P43220; 410,000 compounds, 1.6% hits; note: potency is the fitted concentration of half-maximal effect; % is set by controls: 0 for no effect and ±100 for the full control effect; nearly all actives have a fitted effect of over 55% in size
#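 Constitutively active GLP-1R drives a cAMP-responsive luciferase in stably transfected HEK293 cells; test compounds are added after overnight (12 h) attachment and left 24 hr, and signal loss in luminescence marks inhibition.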
# DRD3 antagonist – qHTS of D3 Dopamine Receptor Antagonist: qHTS; max response, negative = inhibition, %; 360,000 compounds, 2.5% hits; D3R cells, DiscoveRx beta-arrestin luminescence, antagonist mode; active compounds read low; AID 652054, 2013; in the data active = max response below about -50%; inconclusive = no clear call, values can overlap the other calls; note: % is set by controls: 0 for no effect and ±100 for the full control effect; mostly tested at two doses, the higher about 12 µM
#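 Cells expressing the human receptor were seeded at 1500 cells/well, incubated overnight at 37 degrees C in 5% CO2, then exposed to library compounds with dopamine controls for 90 minutes at 37 degrees C before luminescent detection.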
# TDP-43 yeast inh – qHTS of TDP-43 Inhibitors; 410,000 compounds, 1.8% hits; TDP-43 expressing yeast growth rescue, BacTiter-Glo, 24 h; Potency, µM (highest dose often 46.1 µM), inactives show top-dose growth rescue (activation), usual class: activators; AID 652104, 2013; note: potency is the fitted concentration of half-maximal effect; % of control where 0% means no effect; nearly all actives have a fitted effect of over 50% in size
#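 Yeast cells expressing TDP-43 under galactose induction are exposed to compounds for 24 hr at 30 deg C. BacTiter-Glo luminescence measures growth, so protective compounds score as activators.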
# DRD3 agonist – qHTS of D3 Dopamine Receptor Agonist: qHTS; D(3) dopamine receptor (Homo sapiens), P35462; D3R DiscoveRx beta-arrestin cells, luminescence, 90 min; max activation, %; 410,000 compounds, 0.58% hits; in the data active = max activation above about 30%; note: 0% is about no effect; mostly tested at two doses, the higher about 12 µM
#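 Cells at 1500/well, incubated overnight, then treated with pinned compounds (dopamine as control) for 90 min at 37 degrees C. DiscoveRx reagent added for 30 - 60 minutes at room temperature; luminescence read.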
# GLP1R cytotox – qHTS of GLP-1 Receptor Inverse Agonists: Cytotox Screen | HEK293 cAMP-luciferase reporter cells, luminescence, 24 h | Potency, µM (series often up to 38.3 µM), without a hit: at the highest dose activity change, negative = inhibition, most hits filed as inhibitors | AID 624418, 2012 | 410,000 compounds, 0.13% hits;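 note: loss of luciferase light is scored as toxicity; potency is the fitted concentration of half-maximal effect; % is set by controls: 0 for no effect and ±100 for the full control effect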
#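 MLSMR compounds, 24 hr on cells at 37 deg C/5% CO2; luminescence after luciferase reagent (12 min RT). Inhibition counted as the undesired cytotoxic outcome.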
# KB-V1 cytotox – qHTS assay for MDR1-selective chemotherapeutics: Primary screen using the drug-selected MDR subline cells KB-V1. KB-V1 MDR cells viability, CellTiter-Glo, 72 h. Potency, µM (doses to about 46.1 µM), without a hit: top-dose activity change, negative = cytotoxicity, usual class: cytotoxic. 400,000 compounds, 3.4% hits. AID 1347076, 2019; note: potency is the fitted concentration of half-maximal effect; % is set by controls: 0 for no effect and ±100 for the full control effect; nearly all actives have a fitted effect of over 60% in size
#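 Potencies derive from concentration-effect curves fitted to normalized luminescence (CellTiter-Glo) of KB-V1 cells treated for 72 h at 37 degrees C in phenol-red-free DMEM containing 10% FBS.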
# aSyn yeast inh – qHTS of alpha-syn Inhibitors; Yeast expressing alpha-synuclein, growth rescue, BacTiter-Glo, 24 h; Potency, µM (titrated, usually from 46.1 µM), for the others: at the top dose growth rescue (activation), usual class: activators; 370,000 compounds, 0.14% hits; note: potency is the fitted concentration of half-maximal effect; % of control where 0% means no effect; nearly all actives have a fitted effect of over 65% in size
#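 Readout is rescue of growth in alpha-synuclein-expressing yeast, so inhibitors of toxicity appear as activators. Growth after 24 hr at 30 deg C in galactose medium is quantified by luminescence.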
# Numbers without * were called inactive; i = inactive; ? = inconclusive; / = no result given; & = joins results of further samples; [ ] = remark or other dose. Unless noted, calls come from the whole dose curve; as a rule, active = well fitted curve in the direction sought with a large enough effect; inconclusive = small, poorly fitted or top-dose-only effect, or another doubt; inactive = no such curve, though single readings can be large; an effect the other way counts as inactive or inconclusive.
molecule	GLP-1R agonist	DRD3 antagonist	DRD3 agonist	KB-V1 cytotox	PTHR1 ag	TDP-43 yeast inh	GLP1R cytotox	aSyn yeast inh	GLP1R inv ag
COc1cccc(S(=O)(=O)N(C)C[C@@H]2Oc3ncc(C#CCN(C)C)cc3C(=O)N([C@H](C)CO)C[C@H]2C)c1	3%	27	8	0%	-23%	?	-6%	-3%	4%
O=C(NCc1ccc(F)cc1)C1CC(=O)N(C2CCCC2)C1 (stereo not given)	-1%	20	3	0%	i	23%	-9%	7%	12%
O=C(Nc1ccc2c(c1)OCCO2)c1cccnc1	6%	-19	-4	11%	i	-14%	66%[activator]	-3%	17%
O=C(O)C1CC=CCC1C(=O)NCc1ccccc1 (stereo not given)	-1%	18	14	-18%	i	-24%	-16%	-16%	-5%
CCn1c(C)nc2cc(C(=O)NNC(=S)NC(=O)c3ccccc3)ccc21	-4%	0	1	?	i	-12%	-11%	2%	-21%
CCc1ccccc1NC(=O)c1ccc2c(c1)CCN2S(C)(=O)=O	20%	17	5&-1	21%&-2%	-9%	-10%[1.82 µM]	-2%&-1%	0%	5%&9%
CCCC(CCC)C(=O)Nc1ccncc1	-1%	4	-1	2%	i	-20%	-14%	0%	-9%
Cc1cccc(C(=O)Nc2cccc(Br)c2)c1[N+](=O)[O-]	2%	-22	-1	0%	i	-8%	-14%	-12%	?
CCOc1ccc(CCNC(=O)c2cn(-c3cccc(OC)c3)c(=O)c3ccccc23)cc1	/	/	14	/	-25%	19%	-10%	/	-17%
S=C(NC1CCCC1)N1CCN(c2ccccn2)CC1	0%	-7	-3	21µM*	-4%	0%	-12%	-1%	5%
CCc1ccc(S(=O)(=O)NCc2csc(C)n2)s1	10%	12	-9	-14%	i	4%	5%	3%	4%
CC[C@]12c3[nH]c4ccc(OC)cc4c3CCN1C(=O)C(CC(=O)NCCCn1ccnc1)C[C@@H]2C(=O)N1CCN(C(=O)C2CC2)CC1 (stereo not given in full)	-1%	-9	1	16%	i	10%	6%	2%	16%
COc1ccc(CC(=O)Nc2cccc(C(C)=O)c2)cc1S(=O)(=O)N1CCOCC1	11%	3	1	?	i	2%	-9%	-6%	2%
Cc1ccc(C(=O)N2CCCC(N(C)Cc3ccccc3)C2)s1 (stereo not given)	3%	-62*	-12	-27%	?	-26%	-1%	-5%	?
O=C(N/N=C/c1ccccc1[N+](=O)[O-])c1ccncc1	-1%	4	5	12%	i	8%	5%	2%	1%
CC(=O)N1CC2(CC(=O)OC(C)C)CN(C(C)=O)CC(CC(=O)OC(C)C)(C1)C2=O	-12%	10	-4	24%	16%[57.5 µM]	3%	-4%	0%	6%
Cc1cccc(-n2c(SCc3ccc(C#N)cc3)nnc2-c2c[nH]c3ccccc23)c1	-2%	6	3	3.3µM*	-19%	9%	-13%	5%	?
N/C(Cc1ccc(Cl)c(Cl)c1)=N\OC(=O)c1cccs1	-15%	-28	-2	0%	-8%[57.5 µM]	-93%[inhibitor]	1%	-64%[inhibitor]	0%
CC(=O)Oc1ccccc1C1OC(=O)c2ccccc2N1C(C)=O (stereo not given)	-1%	0	4	15%	i	?	-1%	4%	8%
CCCCCC(=O)N(CN1C(=O)CCC1=O)c1ccccc1	1%	18	-1	-23%	-13%[57.5 µM]	-3%	2%	1%	36%[activator]
C=C(Cl)COc1ccc2c(C)cc(=O)oc2c1	11%	15	0	-12%	-11%	11%	-18%	0%	-1%
Cn1c(=O)c2c(nc(NCC(O)CO)n2CCc2ccccc2)n(C)c1=O (stereo not given)	-9%	-11	4	16%	i	-6%	-1%	-1%	2%
Cc1cc(-c2ccccc2)c(C#N)c(N)n1	1%	20	5	16%	i	18%	1%	-4%	52%[activator]
O=C(NC(=S)N1CCN(c2ccc(F)cc2)CC1)C12CC3CC(CC(C3)C1)C2	-4%	6	-6	?	i	?	3%	2%	-19%
CC1(C)NC(=O)N(CCOc2cccc(Cl)c2Cl)C1=O	27%	17	-2	-29%	8%[57.5 µM]	-1%	3%	-1%	0%
CCCCN(C(=O)C1CCC1)c1c(N)n(Cc2ccccc2)c(=O)[nH]c1=O	-8%	-18	-17	10%	-95%[inhibitor]	-22%	10%	0%	9%
N#Cc1cccn1-c1nccc(-c2cccs2)n1	?	14	16	-11%	-3%	?	-2%	1%	37%[activator]
O=c1c2[nH]c3ccccc3c2ncn1Cc1ccccn1	0%	-9	9	4%	-9%[57.5 µM]	-1%	2%	-8%	12%
CCN(CC(=O)Nc1c(F)cccc1F)C(=O)c1ccc(S(=O)(=O)N2CCCC2)cc1	-13%	11	-5	-6%	i	12%	5%	-1%	-13%
CSC1=C(C#N)C2(CCCCC2)C(C(=O)Nc2ccccc2)=C(C)N1	-4%	2	1	-14%	-6%	3%	-6%	-3%	?
COc1ccc(OC)c(C(=O)c2ccccc2)c1	-1%	-6	-10	-13%	-10%[57.5 µM]	-4%	2%	16%	-2%
COc1cccc(NC(=O)CSc2nnc(-c3ccc(C)cc3)o2)c1	10%	-20	0	6%	-17%	0%	-6%	0%	-5%
Cn1c(C(=O)N/N=C/c2ccccc2)cc2ccccc21	-2%	-6	1	0%	i	7%	-13%	-9%	5%
Cc1ccc(NC(=O)C2COc3ccccc3O2)cc1 (stereo not given)	13%	-3	-8	16%	-20%	5%	0%	-3%	-13%
C=CCNC(=O)c1ccc(-c2ccc([N+](=O)[O-])cc2)o1	7%	8	8	-15%	-21%	?	14%	-13%	8%
Nc1c(S(=O)(=O)c2cccs2)c2nc3ccccc3nc2n1Cc1cccs1	-7%	14	3	-7%	i	-18%	-2%	-1%	10%
CCn1c(SCC(=O)Nc2sc3c(c2C#N)CCC(C(C)(C)C)C3)nnc1-c1ccco1 (stereo not given)	-4%	38	13	0%	i	4%	2%	2%	11%
Fc1ccc(COc2ccc(Cl)cc2/C=N/Nc2nc(N3CCCC3)nc(N3CCCC3)n2)cc1	-8%	14	8	?	-15%[57.5 µM]	-3%	-5%	-12%	24%
CN(C(=O)Cn1nnc(-c2cccc(C(F)(F)F)c2)n1)C1CCCCC1	13%	20	-6	-14%	-19%[57.5 µM]	-10%	3%	-7%	17%
COc1ccc(C(=O)CC(=O)C(=O)Nc2ccc([N+](=O)[O-])cc2C)cc1	1%	-12	-1	?	-18%	-19%	-7%	-4%	14%
COc1ccc(CCC(=O)N2CCc3ccccc32)cc1	3%	-4	2	?	i	?	-4%	12%	3%
CCCc1cc(=O)n2[nH]c(-c3cccc(Br)c3)cc2n1	3%	-6	-2	-13%	-76%[inhibitor]	-13%	-14%	-4%	12%
O=S(=O)(NCc1csc(-c2cccnc2)n1)c1ccc2c(c1)OCCO2	9%	13	0	-4%	i	13%	3%	4%	-3%
COc1cccc(N(CC(=O)Nc2cccc(C(C)=O)c2)S(C)(=O)=O)c1	-17%	12	0	1%	-14%[57.5 µM]	-2%	-7%	-6%	0%
COc1ccc2[nH]c(=O)c(CNc3ccccc3)cc2c1	5%	?	-5	-10%	-1%[57.5 µM]	-11%	16%	0%	29%
Cc1cc(C)cc(N(C(=O)c2sc(C)nc2C)C(C(=O)NCc2ccco2)c2ccccc2)c1 (stereo not given)	4%	10	2	?	-28%	-20%	8%	13%	-1%
O=c1c(Cc2c(F)cccc2Cl)c(O)ccn1C1CC1	6%	-8	-2	11%	i	-4%	6%	-6%	14%
CCc1c(C)sc(NC(=O)c2ccco2)c1C(=O)N1CCOCC1	6%	-14	-1	0%	-15%[57.5 µM]	-16%	17%	0%	0%
O=C(Nc1ccccc1C(=O)N1CCOCC1)C1CCCO1 (stereo not given)	-14%	-11	5	24%	-6%[57.5 µM]	-6%	2%	-2%	4%
Cc1[nH]nc(-c2cccnc2)c1N=NN(C)C	-17%	-90*	-14	16µM*	-3%	-68%[inhibitor]	10µM*	0%	?
CC(C)c1ccc(O)c(NC(=O)c2cncc(Br)c2)c1	6%	1	-3	?	i	?	-3%	/	-8%
C[N+]1(CCCCSc2ccc(O)cc2)CCCCC1	0%	11	-5	4%	-5%	-8%	3%	3%	-18%
COc1ccc(CN2CCN(C(C)C)C(CCO)C2)cc1Cn1cncn1 (stereo not given)	8%	0	-3	0%	-3%	-6%	1%	6%	0%
O=C(NCCCN1CCN(c2ccccc2)CC1)c1sc2ncccc2c1-n1cccc1	/	/	21	/	i	6%	1%	/	-18%
CCOCCCNC(=O)c1c(C)[nH]c(C(=O)OCC)c1C	2%	-4	8	13%	i	-16%	13%	2%	5%
c1ccc(CNc2ncn[nH]2)cc1	2%	25	1	-3%	i	29%	4%	2%	3%
COc1ccc(NC(=O)c2ccc3nc(C)c(N(C)C(=O)CCc4ccccc4)n3c2)cc1OC	8%	7	5	10%	-11%	18%	5%	1%	-18%
COc1ccc(N2C(=S)NC3CS(=O)(=O)CC32)cc1 (stereo not given)	3%	-18	-3	?	-1%	-17%	10%	0%	8%

# A portion of the library; the hit share may differ from the screen's.
